TMEM16A inh: inhibitors of mouse TMEM16A calcium-activated chloride channel; hit rate 1.2% among 310,000; HEK293 TMEM16A/YFP iodide influx fluorescence, ionomycin; normalized B-score (activity score, 25-100; higher = stronger inhibition) at 10 µM; Q8BHY3;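 active means ratio plate-corrected score three or more library SD toward inhibition, starting fluorescence score within five deviations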;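 further: score derived from kinetic fluorescence span divided by baseline fluorescence per well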
RGS4 pot: RGS4 potentiation or activation. HEK293 M3R/inducible RGS4, carbachol calcium flux Fluo4; stronger effect = lower value. B-score at 10 µM. hit rate 0.92% among 310,000;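 active means B-score of the integrated calcium signal more than 4 SD below the library mean, with starting fluorescence not abnormally high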;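 further: negative B-score means reduced calcium response which marks RGS4 activation or potentiation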
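System – HEK293 FlpIn-TREx cells, stable M3R, doxycycline-inducible RGS4 · Reagent – ECmax carbachol challenge · Times – compound preincubation 20 min at room temperature before agonist · Technique – Fluo4 fluorescence kinetic imaging of calcium · Measure – B score of integrated Fluo4 ratio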
TRPC6 inh: inhibitors of mouse TRPC6 channel; Q61143; HEK293-TRPC6, membrane potential dye, ACh-evoked depolarization; stronger effect = lower value; B-score at 10 µM; hit rate 1.1% among 310,000; AID 2553;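 active means B-score under library mean minus 3 SD, initial fluorescence not abnormally high, positive integrated signal ratio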;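 further: B-score derived from integrated fluorescence ratio over the kinetic read; more negative B-score means stronger inhibition of depolarization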
MrgX1 antag: antagonists of human MrgX1 receptor; MRGX1-HEK293 calcium flux, Fluo-4, BAM8-22 antagonism; stronger effect = lower value; AID 588676; B-score at 10 µM; Q96LB2; hit rate 1.3% among 310,000;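 active means calcium-response B-score plate-corrected more than 3 library SD below zero, starting fluorescence within 5 deviations, no agonist response on first addition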;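 further: peak minus trough fluorescence over baseline after final BAM8-22 challenge near maximal dose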
Target sequence (Q96LB2 whole entry, looked up): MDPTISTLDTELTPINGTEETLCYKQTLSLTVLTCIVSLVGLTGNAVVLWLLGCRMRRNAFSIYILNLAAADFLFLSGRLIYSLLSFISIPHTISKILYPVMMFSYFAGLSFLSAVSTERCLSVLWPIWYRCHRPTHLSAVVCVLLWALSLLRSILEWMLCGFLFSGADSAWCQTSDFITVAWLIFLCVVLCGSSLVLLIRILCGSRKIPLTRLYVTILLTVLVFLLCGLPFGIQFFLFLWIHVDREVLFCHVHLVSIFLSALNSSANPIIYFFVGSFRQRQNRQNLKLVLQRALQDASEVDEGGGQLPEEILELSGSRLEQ
HDAC3 inh: blocks human histone deacetylase 3. O15379. recombinant HDAC3, fluorogenic peptide/trypsin coupled, fluorescence. inhibition, % at 8.3 µM. hit rate 0.15% among 320,000; in the data active means inhibition above about 26%, passing the limit was not always enough; inconclusive means no clear call, values can overlap the other calls
Target sequence (O15379 whole entry, looked up): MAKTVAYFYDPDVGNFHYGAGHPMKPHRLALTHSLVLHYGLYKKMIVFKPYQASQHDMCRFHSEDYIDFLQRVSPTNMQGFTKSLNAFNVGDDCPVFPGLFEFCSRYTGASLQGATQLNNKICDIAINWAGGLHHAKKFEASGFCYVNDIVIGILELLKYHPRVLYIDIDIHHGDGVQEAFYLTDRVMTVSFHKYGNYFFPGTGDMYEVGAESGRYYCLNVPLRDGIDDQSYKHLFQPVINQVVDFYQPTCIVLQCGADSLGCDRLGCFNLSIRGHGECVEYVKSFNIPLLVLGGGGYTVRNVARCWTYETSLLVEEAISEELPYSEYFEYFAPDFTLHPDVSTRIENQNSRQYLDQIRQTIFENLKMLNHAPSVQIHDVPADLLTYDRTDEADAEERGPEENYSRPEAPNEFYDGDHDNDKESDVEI
SKKanGAS inh: inhibitors of SKKanGAS S. pyogenes growth in kanamycin (SK-promoter or general growth effect). BacTiter-Glo, 6 h. inhibition, % at 7.5 µM. hit rate 1.3% among 300,000. AID 1662;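 active means mean replicate score, as percent of positive control median, at least 50; inconclusive means mean below 50 but one replicate at or above 50; inactive means mean and every replicate below 50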;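 further: strain carries kanamycin resistance gene driven by streptokinase promoter and grows in 40 µg/ml kanamycin; loss of luminescence reflects streptokinase promoter inhibition or plain growth inhibition; 0% = median of DMSO wells and 100% = positive control at its reference dose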
ANO1 activ: activates or potentiates the mouse TMEM16A chloride channel; Q8BHY3; HEK293 TMEM16A/YFP-H148Q/I152L, iodide quench fluorescence; stronger effect = lower value; B-score at 10 µM; hit rate 0.3% among 340,000; AID 623877;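 active means fluorescence-ratio B-score plate-corrected deviation score at least 3 library SD below zero, with starting fluorescence score within 5 deviations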;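 further: channel opened by trigger with iodide after compound preincubation; score built on the fluorescence ratio of max minus min over baseline; more negative score means more quench and so TMEM16A activation or potentiation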
MrgX1 ag: activates human MrgX1 receptor signaling | B-score at 10 µM | hit rate 0.44% among 310,000 | AID 588627 | MrgX1-HEK293 cells, Fluo-4 calcium fluorescence, agonist mode; stronger effect = higher value;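 active means calcium response B-score plate-corrected fluorescence ratio at least 3 library SD, with starting fluorescence B-score inside 5 SD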
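Assay system: MrgX1-expressing HEK293 cells / Amount: fifteen thousand cells per well / Doses: test compound in the initial addition of three / Timing: cells plated overnight, dye loaded 0.5 h 37 °C, 0.5 h room temperature / Technique: kinetic calcium dye fluorescence, Fluo-4 NW / Control set: positive and negative controls per plate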
RGS4 inh: inhibitors of human RGS4 | P49798 | HEK293 M3R/RGS4 inducible, Fluo-4 calcium flux; stronger effect = higher value; triggered by carbachol at its EC20 | B-score at 10 µM | hit rate 0.45% among 310,000 | AID 463165;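 active means B-score, a plate-corrected calcium signal, over three deviations above library mean, with baseline fluorescence within five deviations of library mean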;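 further: RGS4 expression induced by doxycycline in cells with stable M3 receptor; B-score is computed from the integrated fluorescence ratio over baseline after carbachol; higher B-score means a larger calcium signal and so more RGS4 inhibition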
Target sequence (P49798 whole entry, looked up): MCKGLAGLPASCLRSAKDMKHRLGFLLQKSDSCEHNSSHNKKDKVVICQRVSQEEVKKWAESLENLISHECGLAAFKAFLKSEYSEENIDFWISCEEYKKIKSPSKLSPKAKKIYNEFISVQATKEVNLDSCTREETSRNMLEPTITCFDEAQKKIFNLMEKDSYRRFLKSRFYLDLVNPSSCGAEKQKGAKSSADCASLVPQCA
MrgX1 PAM: allosterically activates human MrgX1 receptor signaling. B-score at 10 µM. AID 588675. hit rate 0.63% among 310,000. MrgX1-HEK293, Fluo-4 calcium flux, FDSS; stronger effect = higher value;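 active means plate-corrected calcium response at least 3 library SD above typical, normal starting fluorescence, not activating the receptor alone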;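 further: compound read alongside a low EC10 to EC30 dose of BAM8-22 agonist; peak minus trough fluorescence over baseline measured at the second addition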
TRPC6 act: mouse TRPC6 channel activation | hit rate 0.13% among 310,000 | HEK293-TRPC6 membrane potential dye fluorescence; stronger effect = higher value | B-score at 10 µM | Q61143 | AID 2550;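 active means B-score of the integrated fluorescence ratio above library mean plus 3 SD, and starting fluorescence ratio within library mean plus 5 SD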;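 further: higher score means more depolarization so channel activation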
An asterisk follows results filed as active; i = inactive; ? = inconclusive; . = no result given.

SMILES	TMEM16A inh	RGS4 pot	TRPC6 inh	MrgX1 antag	HDAC3 inh	SKKanGAS inh	ANO1 activ	MrgX1 ag	RGS4 inh	MrgX1 PAM	TRPC6 act
CCc1nc2ccccc2n1CC(O)COCC1CC=CCC1 (stereo unspecified)	i	i	i	i	-0.9	-3.6	i	i	i	i	i
COc1ccc(S(=O)(=O)N2CCN(C(=O)N3CCOCC3)C2C)cc1 (stereo unspecified)	i	i	i	i	-0.5	1.2	i	i	i	i	i
CNC(=O)c1ccc(-c2ccc(Cl)c(Cl)c2)s1	i	i	i	i	1.0	-0.7	i	i	i	i	i
Cc1ccc(C(=O)NCC(=O)NC2CCCC2)cc1	i	i	i	i	-6.8	0.3	i	i	i	i	i
CCOC(=O)c1ccc(Oc2cc(C)nc(SC)n2)cc1	i	i	i	i	3.2	8.3	i	i	i	i	i
O=C(O)CCC(=O)NNC(=O)c1ccc(-c2ccccc2)cc1	i	i	i	i	3.0	-8.1	i	i	i	i	i
COc1cc2c(cc1OC)CN(C(=O)COc1ccc(C#N)cc1)CC2	i	i	i	i	-1.1	0.4	i	i	i	i	i
O=C1CC(c2ccc(Cl)cc2)c2c(O)cc(O)cc2O1 (stereo unspecified)	i	i	i	i	8.8	-1.4	i	i	i	i	i
CC(NC(=O)c1ccco1)C(c1cccs1)N1CCOCC1 (stereo unspecified)	i	i	i	i	2.9	0.3	i	i	i	i	i
COc1ccc(CNC(=O)Cc2c(C(=O)O)[nH]c3ccccc23)cc1	i	i	i	i	0.3	-4.5	i	i	i	i	i
O=C(CSc1nnc(Cc2cc(=O)[nH]c(=O)[nH]2)n1-c1ccc(Cl)cc1)N1CCc2ccccc21	i	i	i	i	-0.4	-6.1	.	i	i	i	i
Cc1nc(C)c(-c2csc(Nc3ccccn3)n2)s1	25*	i	i	i	-0.9	-6.0	i	i	i	i	i
CSc1ccc(CN(C)C(=O)C23CC4CC(CC(Cl)(C4)C2)C3)cc1	i	i	i	i	-3.1	9.4	i	i	i	i	i
CC(=O)c1cccc(NC(=O)Oc2ccccc2)c1	i	i	i	-7.77*	-2.5	-9.4	i	i	i	i	i
COc1cc(/C=N/Nc2ccc(Cl)cc2)ccc1OC(=O)c1cccs1	i	.	.	i	14.2	.	i	i	.	i	.
CCNc1nc(NC(C)(C)C)nc(N(CC)n2cnnc2)n1	i	i	i	i	10.5	12.4	i	i	i	i	i
CCOC(=O)C1CCN(Cc2cnc(Oc3ccc(OC)cc3)s2)CC1	i	i	i	i	-4.2	-4.5	i	i	i	i	i
COC(=O)c1ccsc1NC(=O)CSc1nnnn1-c1ccccc1SC	i	i	i	i	3.8	1.4	i	i	i	i	i
COc1cccc(CN2CCNC(=O)C2CC(=O)N(C)Cc2cnccn2)c1OC (stereo unspecified)	i	i	i	i	1.9	0.7	i	i	i	i	i
COC(=O)N1c2ccccc2C=Cc2ccccc21	i	i	i	i	8.7	-1.6	i	i	i	i	i
Cc1cc(Cl)ccc1OCCCC(=O)Nc1cccc(-n2cnnn2)c1	i	i	i	i	2.8	-6.6	i	i	i	i	i
O=C(NCC1CCCO1)c1ccc2c(=O)n(CC3CCCO3)c(SCC(=O)N3CCCC3)nc2c1 (stereo unspecified)	i	i	i	i	0.6	-5.6	i	i	i	i	i
OC[C@H]1O[C@@H](n2cnc3c(Nc4ccccc4)ncnc32)[C@H](O)[C@@H]1O	i	i	i	i	8.6	-0.8	i	i	i	7.07*	i
COC(=O)c1ccc(N2CN=C(c3ccc(C)cc3)NC2=S)cc1	i	i	i	i	11.3	-12.4	i	i	i	i	i
O=S1(=O)CC=C(CSc2nc3ccccc3[nH]2)C1	i	i	i	i	4.4	-0.8	i	i	i	i	i
Cc1ccc2ncccc2c1N	i	i	i	i	1.9	-2.0	i	i	i	i	i
COc1ccc(OC)c(NS(=O)(=O)c2ccc(Cl)s2)c1	i	i	i	i	0.8	-6.0	i	i	i	i	i
Cc1ccc(S(=O)(=O)NCc2cc(=O)n(C)c(=O)n2C)cc1C	i	i	i	i	3.8	4.3	i	i	i	i	i
O=C(C1CCN(S(=O)(=O)c2cccs2)CC1)N(c1ccccn1)C1CCCCC1	i	i	i	i	0.3	-5.2	i	i	i	i	i
CSCCC(CO)NC(=O)OCc1ccccc1 (stereo unspecified)	i	i	i	i	1.6	0.5	i	i	i	i	i
COc1ccc(-c2[nH]ncc2CN(C)Cc2cnccn2)c(OC)c1	i	i	i	i	3.5	-3.6	i	i	i	i	i
COc1ccc(S(=O)(=O)N2CCN(C3Cc4ccccc4C3)CC2)cc1	i	i	i	i	?	-1.8	i	i	i	i	i
O=C1C=C(NCc2ccc(Cl)c(Cl)c2)C2(CCCCC2)O1	i	i	i	i	-7.1	-1.6	i	i	i	i	i
Cc1ccc(NC(=O)C2CCCN(S(=O)(=O)c3cccc4nonc34)C2)cc1 (stereo unspecified)	i	i	i	i	1.1	-0.7	i	i	i	i	i
CCCCn1c(N)c(N(CC(C)C)C(=O)Cc2ccc3c(c2)OCCO3)c(=O)[nH]c1=O	i	i	i	i	0.5	4.7	i	i	i	i	i
CC1=CC2=NC(=O)CC(C)(C(=O)N(CC(=O)NC(C)(C)C)Cc3cccs3)N2C=C1 (stereo unspecified)	i	i	i	i	-36.8	-0.1	i	i	i	i	i
CC(C)c1ccc(-c2c(NCCc3ccccc3)c(=O)c2=O)cc1	i	i	i	i	-7.7	-0.5	i	i	i	i	i
O=C(Nc1cccc(Cl)c1)c1cccc(N2C(=O)C3CC=CCC3C2=O)c1 (stereo unspecified)	i	i	i	i	5.3	-2.5	i	i	i	i	i
Cc1onc(-c2ccccc2)c1C(=O)N1CCCCCC1	i	i	i	i	-3.2	1.7	i	i	i	i	i
Cc1ccc(NC(=O)CN2C(=O)N/C(=C/c3ccc(C)s3)C2=O)cc1	i	i	i	i	-0.8	-2.3	i	i	i	i	i
Cc1cccc(NC(=O)CC2NC3CCCCC3NC2=O)c1 (stereo unspecified)	i	i	i	i	1.3	-0.4	i	i	i	i	i
CCOc1ccc2nc(NCCCNC(=O)c3cc(OC)c(OC)c(OC)c3)c(C#N)cc2c1	i	i	i	i	.	-3.3	i	i	i	i	i
O=C(Cn1ncn2c(cc3ccccc32)c1=O)NCCc1cccs1	i	i	i	i	1.2	4.6	i	i	i	i	i
CCNS(=O)(=O)c1ccc2nc(NC(=O)c3cccnc3)sc2c1	i	i	i	i	1.4	-5.6	i	i	i	i	i
O=C(Nc1cccc([N+](=O)[O-])c1)c1ccc2c(c1)OCO2	i	i	i	i	0.0	-2.2	i	i	i	i	i
O=C(C1CCC(CNS(=O)(=O)c2cccs2)CC1)N1CCCCC1 (stereo unspecified)	i	i	i	i	-1.4	1.1	i	i	i	i	i
Cc1ccc(S(=O)(=O)N2CCN(C(=O)CCC(=O)NCCc3ccc(S(N)(=O)=O)cc3)CC2)c(C)c1	i	i	i	i	-18.5	-6.9	i	i	i	i	i
COc1cccc(C(=O)NNC(=O)c2ccccc2Br)c1	i	i	i	i	7.3	.	i	i	i	i	i
COc1ccccc1NCC(=O)N/N=C/C=C/c1ccccc1	i	i	i	i	8.3	6.3	i	i	i	i	i
COc1ccc(CNC2c3ccccc3-c3ccccc32)cc1OC	i	i	i	i	2.1	-6.3	i	i	i	i	i
Next section.
SMILES	TMEM16A inh	RGS4 pot	TRPC6 inh	MrgX1 antag	HDAC3 inh	SKKanGAS inh	ANO1 activ	MrgX1 ag	RGS4 inh	MrgX1 PAM	TRPC6 act
O=C(c1noc2c1CCCC2)N1CCN(c2ccccc2)CC1	i	i	i	i	-0.7	-4.8	i	i	i	i	i
COC(=O)CC1C(=O)NCCN1C(=O)Nc1cccc(Cl)c1 (stereo unspecified)	i	i	i	i	-4.0	-2.4	i	i	i	i	i
CCN(CC)S(=O)(=O)c1ccc(C)c(N=C=S)c1	i	i	i	i	-6.1	-11.3	i	i	i	i	i
O=C(Cn1nc(C(=O)O)c2ccccc2c1=O)NCc1ccco1	i	i	i	i	-5.5	-1.4	i	i	i	i	i
COc1cc(/C=C(\NC(=O)c2ccccc2)C(=O)N2CC3CC(C2)c2cccc(=O)n2C3)cc(OC)c1OC (stereo unspecified)	i	i	i	i	4.1	-0.3	i	i	i	i	i
Cc1nn(C(=O)c2ccco2)c(C)c1Sc1ccc(Br)cc1	i	i	i	i	0.4	7.8	i	i	i	i	i
CCOC(=O)c1c(C)nc(C)c2c(=O)oc3ccccc3c12	i	i	i	i	1.8	-1.1	i	i	i	i	i
COc1cc(OC)c2ccc(=O)oc2c1C(CCN1CCCC(C)C1)c1ccc(N(C)C)cc1 (stereo unspecified)	i	i	-5.72*	i	-1.0	6.8	i	i	i	i	i
Cc1cccc(NCCC#N)c1	i	i	i	i	-1.1	-2.9	i	i	i	i	i
C/C(=N\NC(=O)c1cccc(F)c1)c1ccc(Br)s1	i	i	i	i	-4.5	-17.4	i	i	i	i	i
COc1ccccc1CNC(=O)N[C@@H](Cc1ccccc1)C(=O)O	i	i	i	i	-6.1	4.4	i	i	i	i	i
Cc1cnc(=O)[nH]c1SCc1ccc([N+](=O)[O-])cc1	i	i	i	i	4.8	-1.5	i	i	i	i	i
Cc1cccc2cc(/C=N/NC(=O)[C@H]3C[C@@H]3c3ccccc3)c(Cl)nc12	i	i	i	i	0.7	6.6	i	i	i	i	i
COc1ccc(C2=NS(=O)(=O)N(C)C(C(=O)N3C(C)CCCC3C)=C2)cc1 (stereo unspecified)	i	i	i	i	.	-4.2	i	i	i	i	i
O=C1/C(=C/c2ccccc2)Nc2ccccc21	i	i	i	i	-3.4	-0.7	i	128*	i	i	70.2*
CCn1c(SCc2ccccc2)nnc1C1CCCCC1	i	i	i	i	-2.8	0.2	i	i	i	i	i
COC(Cn1c(-c2cccc(S(=O)(=O)N(C)C)c2)n[nH]c1=S)OC	i	i	i	i	11.8	-3.7	i	i	i	i	i
COc1ccc(C(=O)NNC(=O)CN2CCC(n3nnc4cc(C(F)(F)F)ccc43)CC2)cc1	i	i	i	i	7.5	-10.3	i	i	i	i	i
Cc1ccc(C(=O)/C=C/c2ccccc2[N+](=O)[O-])cc1	i	i	i	i	4.7	-4.5	i	i	i	i	i
CCc1ccc(/C=C/C(=O)c2ccc(N3CCOCC3)cc2)cc1	i	i	i	i	17.2	-13.1	i	i	i	i	i
CC(C)NC(=O)c1cnc(Sc2ncc(C(F)(F)F)cc2Cl)n1C	i	-7.59*	-5.71*	i	-2.9	-0.7	i	i	i	i	i
CCc1nnc(SCC(=O)Nc2ccc3c(c2)OCO3)o1	i	i	i	i	-5.4	4.5	i	i	i	i	i

Source: PubChem BioAssay
